Bioassay records deposited in PubChem by several laboratories.
NOD2 RIPK2 PPI = NOD2-RIPK2 binding disruptors in cells, primary screen, fluorescence, CHO cells, BLA complementation; inhibition, % at 4.98 µM; actives 0.38% (n = 360,000); Receptor-interacting serine/threonine-protein kinase 2 (Homo sapiens), O43353; AID 624267, 2012; CCF4 ratio; in the data active = inhibition above about 21%;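 note: 0% = vehicle only and 100% = reference blocker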
TLR9-MyD88 inh = inhibitors of TLR9-MyD88 association in cells, primary screen, cell-based, CHO, BLA complementation, fluorescence. Toll-like receptor 9 (Homo sapiens) + Myeloid differentiation primary response protein …. inhibition, % at 4.98 µM. actives 0.21% (n = 340,000). CCF4 FRET ratio;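 active = inhibition above the mean over all tested compounds plus 3 SD, cut at about 21% in these data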;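 note: 0% = DMSO only wells and 100% = clavulanate BLA inhibitor control wells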
TROY signal inh = inhibitors of TROY-driven NF-kB signaling, primary screen, Q293 LMP1-TROYcd cells, NF-kB luciferase, uHTS | Q293 LMP1-TROYcd NF-kB luciferase reporter, 4 h | inhibition, % at 10 µM | actives 0.98% (n = 360,000) | AID 1347056, 2019;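 active = compounds whose plate-normalised and pattern-corrected inhibition of the luciferase reporter signal at the single screening dose is 50% or more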
Exocytosis inh = LAMP-1 surface exposure blockers, TALL-104 cells – cell-based, flow cytometry, MLPCN library, primary screen | TALL-104 LAMP-1 surface exposure; cells stimulated with thapsigargin and PMA | inhibition, % at 10 µM | actives 0.66% (n = 360,000);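 active = inhibition above about 55%, limit read from the data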
NR5A2 inv ag = LRH-1 (NR5A2) inverse agonists, primary screen, cell-based, luminescence, HEK293T, StAR-luciferase reporter. Nuclear receptor subfamily 5 group A member 2 (Homo sapiens), O00482. actives 0.13% (n = 360,000). LRH-1 transfected, 24 h. inhibition, % at 3.6 µM;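 active = inhibition above the mean inhibition of all tested compounds plus 3 SD, cut at about 73% in these data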;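 note: 0% = DMSO wells and 100% = reporter-only cells lacking LRH-1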
Target sequence (O00482 whole entry, looked up): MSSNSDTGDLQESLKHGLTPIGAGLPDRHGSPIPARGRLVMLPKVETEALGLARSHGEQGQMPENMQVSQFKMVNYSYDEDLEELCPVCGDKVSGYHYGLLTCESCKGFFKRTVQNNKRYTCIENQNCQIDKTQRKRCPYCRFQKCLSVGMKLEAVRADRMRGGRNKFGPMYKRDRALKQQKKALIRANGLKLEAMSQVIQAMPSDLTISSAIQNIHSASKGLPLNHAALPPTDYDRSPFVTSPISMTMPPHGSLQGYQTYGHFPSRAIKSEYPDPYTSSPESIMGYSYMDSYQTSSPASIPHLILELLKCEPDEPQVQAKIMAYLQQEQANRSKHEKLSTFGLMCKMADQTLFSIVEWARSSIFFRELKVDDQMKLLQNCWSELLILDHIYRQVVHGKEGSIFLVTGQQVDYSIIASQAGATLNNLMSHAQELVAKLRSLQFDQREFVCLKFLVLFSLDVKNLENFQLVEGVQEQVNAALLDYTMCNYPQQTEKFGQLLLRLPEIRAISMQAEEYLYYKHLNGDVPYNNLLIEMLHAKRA
ABHD5 PLIN5 PPI = ABHD5-PLIN5 interaction inhibitors, primary screen, cell lysate, split luciferase complementation, luminescence. Split G. princeps luciferase complementation, 4 h. actives 0.78% (n = 360,000). inhibition, % at 4 µM. AID 602281, 2012;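 active = inhibition above the mean inhibition across every tested compound plus 3 SD, cut at about 22% in these data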;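 note: 0% = DMSO only wells and the 100% control is not disclosed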
NCOA2 inhibitor = inhibition of GAL4-SRC2 driven luciferase reporter, primary screen, SRC2 inhibitor project, cell-based, luminescence; actives 0.17% (n = 370,000); HEK293 GAL4-SRC2 luciferase reporter; inhibition, % at 9 µM; Nuclear receptor coactivator 2 (Homo sapiens), Q15596;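 active = inhibition above the mean inhibition of all tested compounds plus 3 SD, set per campaign, cut at about 52% in these data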;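 note: 0% = DMSO treated cells and 100% = cells given Gossypol at 36 µM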
NR2F2 inh = NR2F2 transcriptional activity inhibitors, primary screen, cell-based, luciferase reporter, HEK293T, luminescence; actives 0.7% (n = 370,000); COUP transcription factor 2 (Homo sapiens), P24468; HEK293T NGFI-A luciferase reporter; inhibition, % at 8.6 µM;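 active = inhibition above a per-plate cutoff, mean inhibition of test wells between control levels plus 3 SD, cut at about 38% in these data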;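 note: cells cotransfected with COUP-TFII expression vector driving the NGFI-A reporter; 0% = median of COUP-TF2 test wells and 100% = reporter-only cells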
Target sequence (P24468 whole entry, looked up): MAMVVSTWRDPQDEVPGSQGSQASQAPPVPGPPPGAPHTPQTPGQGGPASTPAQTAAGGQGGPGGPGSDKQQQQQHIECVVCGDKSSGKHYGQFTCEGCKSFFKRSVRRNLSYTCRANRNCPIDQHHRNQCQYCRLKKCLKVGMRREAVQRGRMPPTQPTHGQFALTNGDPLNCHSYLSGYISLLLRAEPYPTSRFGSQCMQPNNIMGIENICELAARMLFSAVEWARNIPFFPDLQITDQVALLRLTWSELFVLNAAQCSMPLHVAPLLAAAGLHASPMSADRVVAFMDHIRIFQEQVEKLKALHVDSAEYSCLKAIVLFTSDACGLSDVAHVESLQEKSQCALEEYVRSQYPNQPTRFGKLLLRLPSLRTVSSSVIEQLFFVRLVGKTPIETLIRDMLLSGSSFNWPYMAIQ
NCOA1 inh = SRC1 coactivator transcriptional activity inhibitors, primary screen, cell-based, luminescence. inhibition, % at 3.6 µM. HEK293 GAL4-SRC1 luciferase reporter. Nuclear receptor coactivator 1 (Homo sapiens), Q15788. actives 0.12% (n = 360,000);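 active = inhibition above the campaign mean plus 3 SD, with each screening campaign given its own cutoff, cut at about 60% in these data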;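 note: 0% = DMSO treated cells and 100% = gossypol at 36 µM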
TWEAK-Fn14 inh = inhibitors of TWEAK-Fn14 signaling, primary screen, luciferase reporter cells, uHTS; TWEAK-stimulated Fn14 reporter cells, luciferase luminescence, 8 h; inhibition, % at 10 µM; actives 2% (n = 360,000); AID 1159606, 2016; in the data active = inhibition above about 50%
SRC3 inh = SRC3 coactivator transcriptional activity inhibitors, primary screen, cell-based, luminescence; actives 0.17% (n = 360,000); Nuclear receptor coactivator 3 (Homo sapiens), Q9Y6Q9; inhibition, % at 3.6 µM; HEK293 GAL4-SRC3 luciferase reporter; AID 588352, 2011;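 active = inhibition above a per-campaign cutoff, the mean of all compounds plus 3 SD, cut at about 60% in these data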;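 note: 0% = DMSO-treated cells and 100% = gossypol-treated cells at 36 µM; higher means less SRC3-driven luciferase light from the GAL4 reporter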
Numbers without * were called inactive; / = no result given.

SMILES	NOD2 RIPK2 PPI	TLR9-MyD88 inh	TROY signal inh	Exocytosis inh	NR5A2 inv ag	ABHD5 PLIN5 PPI	NCOA2 inhibitor	NR2F2 inh	NCOA1 inh	TWEAK-Fn14 inh	SRC3 inh
O=c1[nH]c(=O)n(Cc2ccc(F)cc2)c(O)c1C=NCCCn1ccnc1	3	-1	-2	0	-17	1	-10	-20	-14	-1	0
C[C@]12CCC(=O)C[C@H]1CC[C@@H]1[C@@H]2CC[C@]2(C)C(=O)CC[C@@H]12	-1	0	-7	1	-19	-1	-16	1	8	-4	14
CCN1CCC2(CCNC2)C1 (stereo not drawn)	-3	10	-4	-2	-2	5	-8	-9	-3	-4	4
CCN1C(=O)NC(=O)C2(CCCC2)C1=O	1	-7	1	3	5	-1	5	-12	-1	-14	3
COc1ccc(CCn2c(O)c(C=NC3CC3)c(=O)[nH]c2=O)cc1OC	-6	-1	-8	0	18	5	8	-44	-11	-9	-26
O=c1[nH]c(=O)n(Cc2ccco2)c(O)c1C=NCCN1CCNCC1	-6	5	13	2	8	-4	-4	3	0	18	19
Cc1ccc(N2C(=O)/C(=C/c3ccc(CN(CCC#N)S(C)(=O)=O)o3)C(=O)NC2=S)cc1	0	-6	-7	4	-6	15	/	/	10	-10	0
CN1CCCC(C(=O)c2ccc(-c3ccccc3)cc2)C1 (stereo not drawn)	4	-5	-38	12	-16	3	-42	-18	-6	8	-20
COC(=O)C1=C(c2ccc(OC(F)(F)F)cc2)C[C@@H]2CC[C@H]1N2C(=O)NCCO	-5	3	6	-2	10	-3	-40	-3	-2	3	-9
Cc1ccc2c(c1)N(C(C)C(=O)N1CCC3(CC1)OCCO3)C(=O)CO2 (stereo not drawn)	-8	-10	18	-3	-16	3	-12	8	6	3	-22
Cc1cccc(-n2c(O)c(C=Nc3ccc(Br)cn3)c(=O)[nH]c2=O)c1	5	6	10	7	13	24*	-37	0	-5	-13	16
CC(C)CN1Cc2cc(-c3cccc(F)c3)ccc2-n2nncc2C1	6	/	15	7	0	7	8	2	-2	-29	16
CCCC1(CCC)C(=O)NC(=NCc2ccccc2)NC1=O	5	-7	-1	1	-2	1	-17	14	3	-9	1
NC(Cc1ccccc1)c1nn[nH]n1 (stereo not drawn)	-6	-5	-6	-2	9	-7	-25	3	0	-5	-22
CCC1(c2ccc(-c3ccccc3)cc2)C(=O)NC(=O)NC1=O	-3	2	12	4	-7	5	-10	2	0	13	9
COc1ccc2[nH]cc(CCNCc3cccnc3)c2c1	4	0	-5	-4	11	9	-11	-3	-11	-3	-2
CCNC(=S)N(C)CCc1cc2c(c(OC)c1C=C1C(=O)N(C)C(=O)N(C)C1=O)OCO2	-13	/	0	5	1	29*	-28	-28	8	7	-22
CCOC(=O)[C@]12Cc3cc(OC)ccc3[C@H]1N(CC(=O)OC)C(=O)c1cc(OC)ccc12	10	/	23	-4	15	7	14	3	/	28	/
COc1ccc(CN2C(=O)NC(=O)/C(=C/c3ccc([N+](=O)[O-])s3)C2=O)cc1	4	-4	21	41	22	-10	30	1	1	11	10
OCC1(CO)COC(c2cccnc2)N1 (stereo not drawn)	-1	-2	0	26	6	-8	-2	1	-48	6	5
O=c1[nH]c(O)c(N=Nc2ccc(SC(F)F)cc2)c(=O)[nH]1	-15	-3	-45	-2	-20	0	-43	-22	-17	-20	-3
COc1cc(C)cc2oc(=O)c(CC(=O)N3C[C@H]4C[C@@H](C3)c3cccc(=O)n3C4)c(C)c12	6	-14	7	-1	-5	2	-23	4	0	3	2
O=C(C1CCC(=O)N1C1CCCC1)N1CCC2(CC1)OCCO2 (stereo not drawn)	1	9	3	2	3	0	4	-18	1	10	4
CC(=O)c1cc(C(C)=O)c(C)[n+](C)c1C	1	-9	4	-9	13	-5	-16	2	3	-3	-1
COc1ccc(C(=O)OCC2CN2c2cccc([N+](=O)[O-])c2)cc1 (stereo not drawn)	-16	/	4	-4	19	2	-7	10	/	-13	/
COc1ccc(Cn2c(O)c(/C=N/NC(=O)c3ccncc3)c(=O)[nH]c2=O)cc1	-8	6	15	10	11	6	-3	11	-12	-1	-28
O=C(CNC(=O)c1ccc(Cl)cc1)Nc1ccc(Br)cc1C(=O)c1ccccc1	-8	2	25	33	-1	10	-1	-17	-6	0	10
CC(=O)Nc1ccc(OCCF)cc1	-5	-1	6	-1	10	5	-22	6	3	5	-5
N#Cc1ccc(NC(=O)CCNC(=O)c2ccco2)cc1Cl	3	-15	-6	4	5	3	-4	-9	18	7	-12
Cc1cc(N2CCOCC2)ccc1/C=C1\C(=O)NC(=O)N(c2ccccc2)C1=O	-3	1	-14	3	19	18	-15	-5	4	8	0
CCOP(=S)(OCC)Oc1cc(C)oc(=O)c1Cl	7	0	12	1	20	-2	3	-11	16	-11	22
CCc1ccc(N2C(=O)NC(=O)/C(=C\c3cc(C)n(-c4cc(C(=O)O)cc(C(=O)O)c4)c3C)C2=O)cc1	-5	5	8	10	7	-3	-24	0	-10	-16	14
c1ccc(C(CN2CCCCC2)c2ccccc2)cc1	-4	-7	0	17	-3	-11	-14	6	-18	-12	-20
O=C1C2CCCN2C(c2cccnc2)N1c1cccc(Cl)c1 (stereo not drawn)	-1	-3	9	-3	21	-6	9	-6	-4	-34	-30
O=c1[nH]c(=O)n(Cc2ccc(F)cc2)c(O)c1C=NCCCO	-5	-5	-23	-5	3	1	2	6	-39	0	-19
COc1cccc(/C=C2\N=C(c3cncc(Br)c3)OC2=O)c1	-2	-2	-7	0	-14	-4	23	-5	-9	2	13
CC/C(CC(c1ccccc1)c1c(O)c2ccccc2oc1=O)=N\NC(N)=S (stereo not drawn)	-26	-4	-23	-1	5	-5	-3	8	4	-6	4
CN1CCN(CCC(C#N)(c2ccccc2)c2ccccc2)CC1	8	2	7	0	-4	-3	15	-18	2	10	5
CCOC(=O)C1=C(N)Oc2ccccc2C12C(=O)N(CC(=O)OC)C(CC(=O)OC)=C2C(=O)OC (stereo not drawn)	4	5	-10	-1	29	1	-1	-14	-4	-13	16
COc1cc(C2c3cc4c(c(O)c3CC3COC(=O)C32)OCO4)cc(OC)c1OC (stereo not drawn)	13	2	15	8	34	-4	27	-71	-5	22	30
CN1CCCN(C(=O)COc2ccccc2)CC1	-2	-5	-11	4	9	-2	-43	16	-7	6	-2
C=CCn1c(O)c(/C=C2\C=Nc3ccccc32)c(=O)[nH]c1=O	-12	/	-13	30	20	12	16	10	-7	38	-11
Cc1cccc(-n2c(O)c(C=NCCCN3CCOCC3)c(=O)[nH]c2=O)c1C	6	-3	/	-4	2	6	-6	6	-2	33	5
N#Cc1ccc(/C=C/C(=O)O)cc1	-13	2	-1	-3	-15	0	-3	5	5	-11	-3
CC12CN3CC(C)(CN(C1)C3c1cccs1)C2=O (stereo not drawn)	-4	2	8	-3	12	-2	12	1	0	4	19
O=C1NC(=S)NC(=O)C1Cc1ccccc1	-11	4	-14	-3	10	-10	4	4	2	-4	-3
Cc1ccc(C(O)(C(=O)OC(C)C)C(O)c2ccccc2)cc1 (stereo not drawn)	-4	/	/	-3	17	1	8	-9	/	/	/
CCCc1c(C)nc(SCC(=O)C(C)(C)C)nc1OC(=O)N(C)C	7	-1	2	-4	-3	-7	-32	5	4	3	19
N#CCCn1cc(C(=O)Nc2ccc([N+](=O)[O-])cc2)c(-c2ccc3c(c2)OCCO3)n1	-23	-15	18	-12	13	-1	-6	-9	-26	-3	0
O=[N+]([O-])c1ccc(NCCO)c2ncccc12	-10	-11	20	-10	9	5	-10	13	8	5	13
Cc1ccsc1C(=O)C1CCCN(Cc2c(C)nn(C(C)C)c2C)C1 (stereo not drawn)	0	-2	-5	14	22	0	2	12	-2	1	21
CC[N+]12CCC(CC1)C(C(O)(c1ccccc1)c1ccccc1)C2 (stereo not drawn)	-16	2	-3	2	5	3	0	-17	5	-1	23
C=CCNC(=O)c1c(N)n(Cc2ccco2)c2nc3ccccc3nc12	-14	-10	-15	7	20	36*	8	13	-26	16	11
O=c1c2ccccc2nc(-c2ccc(Cl)cc2Cl)n1-c1nccs1	-5	2	32	-3	-1	5	15	8	9	15	-1
c1cncc(CNCCN2CCNCC2)c1	-7	6	8	-8	1	1	-6	-2	6	-1	-6
COc1ccc(C(=O)C2CCCN(C3CSCCSC3)C2)c(OC)c1 (stereo not drawn)	4	0	-19	-1	-18	0	-6	12	-8	-5	3
Cc1ccc2cccc(OC(=O)N3CCCC3)c2n1	-5	5	8	3	10	4	-4	-5	-2	9	7
COP(=O)(OC)C(Nc1ccccn1)c1ccccc1 (stereo not drawn)	-15	-15	-2	-2	12	-2	-27	-18	1	0	16
CCCCn1c(=O)c(C(=O)Nc2ccsc2C(=O)OC)c(O)c2ccccc21	2	-10	-12	1	1	4	17	3	-1	2	14
Cc1ccc2c(c1)C(c1ccccc1)NCC(=O)N2 (stereo not drawn)	-2	4	6	-2	1	-6	-2	-5	0	4	-18

Reprinted from the part before: two compounds, followed by the next part.
SMILES	NOD2 RIPK2 PPI	TLR9-MyD88 inh	TROY signal inh	Exocytosis inh	NR5A2 inv ag	ABHD5 PLIN5 PPI	NCOA2 inhibitor	NR2F2 inh	NCOA1 inh	TWEAK-Fn14 inh	SRC3 inh
CCCCn1c(=O)c(C(=O)Nc2ccsc2C(=O)OC)c(O)c2ccccc21	2	-10	-12	1	1	4	17	3	-1	2	14
Cc1ccc2c(c1)C(c1ccccc1)NCC(=O)N2 (stereo not drawn)	-2	4	6	-2	1	-6	-2	-5	0	4	-18
CC(C)(C)c1ccc(O)c(N=Cc2c(O)ccc3ccccc23)c1	1	14	42	29	9	2	5	22	0	32	15
CC(NC(=O)Cc1cccc2ccccc12)C(=O)N1CCC(=O)CC1 (stereo not drawn)	3	3	15	-1	15	-1	4	1	-9	5	0
Cc1ccc(/C=C2\C(=O)NC(=S)N(c3ccccc3F)C2=O)s1	-5	5	-7	50	-20	-3	6	1	-9	47	-4
CC1CC(C)(O)CC(C(O)CC2CC(=O)NC(=O)C2)C1=O (stereo not drawn)	21*	-9	80*	-11	98*	-1	72*	87*	94*	98*	93*
Fc1ccc(CNCCc2ccc3c(c2)OCO3)cc1	1	-8	0	-4	0	-3	-20	18	13	-3	10
CC(=NCCCn1ccnc1)c1c(O)n(C)c(=O)n(C)c1=O	-5	0	-14	4	11	-2	4	16	-5	17	15

Only part of the results is shown; the hit share may differ from the screen's.
